RmlC RmlD mix: mixture blocks RmlC and RmlD coupled enzyme activity | inhibition, % at 5.5 µM | AID 1532 | 110,000 compounds, 0.39% hits | RmlC/RmlD coupled enzyme inhibition, 384-well mixture HTS; in the data active = inhibition above about 30%, passing the limit was not always enough; note: strong numbers were not always called active
HIV RNase H inh: inhibitors of HIV-1 reverse transcriptase RNase H | 65,000 compounds, 1.9% hits | RT-RNase H RNA/DNA duplex cleavage, fluorescence | AID 565 | P04585 | inhibition, % at 10 µM; in the data active = inhibition above about 50%
Starred values were filed as active, the others as inactive; · = not tested or not shown. This is a subset; rates above refer to the full screens.

structure | RmlC RmlD mix | HIV RNase H inh
CCn1c(=N)c(C(=O)OC)cc2c(=O)n3ccccc3nc21 | · | -2
Cc1cccn2c(=O)c(/C=C(\C#N)S(=O)(=O)c3ccccc3)c(N3CCC(C(N)=O)CC3)nc12 | -6 | ·
CC(C)(C)OC(=O)NCCC(=O)Oc1ccc2ccc(=O)oc2c1 | · | 0
Cc1nc(SCC(=O)Nc2cccc(Cl)c2)n[nH]1 | 0 | 1
CN1CCN(Cc2nc3c(c(=O)n(C)c(=O)n3C)n2Cc2ccccc2Cl)CC1 | · | -4
O=C(Nc1cccc2ncccc12)C(Cl)(Cl)Cl | 8 | ·
COc1ccc(C2CC(c3cccc(OC)c3)n3nc(N)nc3N2)cc1 (stereo not given) | -10 | -8
CN(c1cccc(NC(=O)c2ccccc2N(C)S(C)(=O)=O)c1)S(C)(=O)=O | 12 | -15
CCN(CC)C(=O)CC(c1ccccc1)c1ccco1 (stereo not given) | 0 | ·
CC(C)(C)c1ccc(C2=CC(c3ccccc3F)n3ncnc3N2)cc1 (stereo not given) | 9 | ·
Cn1c(=O)c2c(nc(NC3CCCCC3)n2CC(=O)C23CC4CC(CC(C4)C2)C3)n(C)c1=O | 10 | 7
CC(=O)Nc1ccc(Nc2ncnc3c2cnn3-c2ccccc2)cc1 | -11 | -13

structure | RmlC RmlD mix | HIV RNase H inh
COC(=O)C1CCN(Cc2ccc(C)cc2)CC1 | -5 | ·
N=C1c2ccccc2CN1NC(=O)c1ccc(Cl)cc1 | -13 | ·
O=C(Nc1ccc(F)cc1F)c1ccco1 | 5 | -2
Cc1c(CCC(=O)O)c(=O)oc2cc(O)ccc12 | 128* | -6
O=C(CC1Nc2ccccc2NC1=O)NC1CCCCC1 (stereo not given) | · | 24
Cc1nc(NCCCn2ccnc2)c2oc3ccccc3c2n1 | -53 | -6
COc1ccc(C2C3=C(CC(C)(C)CC3=O)N(CCN3CCOCC3)C3=C2C(=O)CC(C)(C)C3)cc1 | · | 5
CC(Oc1ccccc1)C(=O)Nc1cccc(-c2nc3ccccc3[nH]2)c1 (stereo not given) | 8 | ·
O=C(NC1CS(=O)(=O)CC1NCc1ccccc1)c1ccccc1 (stereo not given) | 5 | -4
Cc1cccc(C)c1OCCn1nc(C(=O)O)c2ccccc2c1=O | -1 | ·
COc1ccc(OC)c(NC(=O)COC(=O)c2c3c(nc4ccccc24)CCCC3)c1 | -9 | ·
O=C(c1ccc2c(c1)OCCO2)C1CCN(C(=O)c2ccc(F)cc2)CC1 | -12 | -14

structure | RmlC RmlD mix | HIV RNase H inh
COc1ccc(S(=O)(=O)n2ccc(C(C)Oc3ccc(-c4ccccc4)c(F)c3)n2)cc1 (stereo not given) | -3 | ·
C(=N\Nc1ncnc2sc3c(c12)CCC3)/c1ccncc1 | -7 | ·
COc1ccccc1-n1nnnc1SCc1ccccc1 | -4 | -113
Cc1ccc(N2Cc3ccccc3OC(C)C2=O)cc1 (stereo not given) | -15 | -10
Cc1cc(NC(=O)Nc2ccc(F)c(Cl)c2)no1 | 12 | -16
CCOC(=O)N1CCN(S(=O)(=O)c2ccc(C(=O)NNc3nc4ccc(Cl)cc4s3)cc2)CC1 | -15 | ·
Cc1ccc(-c2noc(CN3CCN(c4ccccc4F)CC3)n2)cc1 | -2 | -1
O=C(NCc1ccccc1)N1CCC(c2nc3ccccc3[nH]2)CC1 | 10 | -2
Cc1ccc(-c2ccc(OCC(=O)N3CCOCC3)cc2)cc1 | 12 | -12
CC(CN1CCN(c2ccccc2)CC1)c1ccccc1 (stereo not given) | 8 | ·
Cc1cccc(NC(=O)c2ccccc2[N+](=O)[O-])n1 | -1 | ·
Cc1ccc(C(=O)OCC(=O)c2ccc(Cl)s2)s1 | 5 | -63

2 neighbouring compounds from above, for reference:
structure | RmlC RmlD mix | HIV RNase H inh
Cc1cccc(NC(=O)c2ccccc2[N+](=O)[O-])n1 | -1 | ·
Cc1ccc(C(=O)OCC(=O)c2ccc(Cl)s2)s1 | 5 | -63

Going on with the list.
structure | RmlC RmlD mix | HIV RNase H inh
COc1ccc(NC(=O)c2cccc(S(=O)(=O)N3CCOCC3)c2)cn1 | 6 | ·
Cc1ccc(Cl)cc1N1CCN(Cc2nc3ccsc3c(=O)[nH]2)CC1 | -11 | ·
Clc1ccc2c(NCc3ccco3)ncnc2c1 | 9 | ·
Cc1nn(CCO)c2c1C(=O)CCC2 | -5 | -7
CCC1(CC)Cc2ccccc2C(=C(C#N)C#N)N1 | -4 | ·
CC(C)(C)C(=O)Nc1nc(C2CCCN2S(=O)(=O)c2ccc(Cl)cc2)cs1 (stereo not given) | -13 | ·
COc1ccc(CNC(=O)c2ccc(NS(=O)(=O)c3c(C)noc3C)cc2)cc1 | -9 | -16
CCOC(=O)N1CCC(NS(=O)(=O)c2ccc3c(c2)OCC(=O)N3)CC1 | -1 | -4
Cc1c(NS(=O)(=O)c2cccs2)c(=O)n(-c2ccccc2)n1C | 8 | 0
CC1CN(S(=O)(=O)c2ccc(Cl)c(C(F)(F)F)c2)CC(C)O1 (stereo not given) | -14 | -7
Cc1nc(CSc2nnc3scc(-c4ccccc4)n23)cs1 | -11 | -4
COCCCNC(=S)NC1CC2CCCC(C1)N2Cc1cccs1 (stereo not given) | -7 | ·

structure | RmlC RmlD mix | HIV RNase H inh
O=C1C(Cl)=C(N2CCN(Cc3ccccc3)CC2)C(=O)N1c1ccccc1 | -6 | 85*
Cc1cc(=O)oc(C)c1C(=O)NCCc1ccccc1 | -9 | -22
Cn1c(=O)c2c(nc(N3CCOCC3)n2CC(=O)C23CC4CC(CC(C4)C2)C3)n(C)c1=O | -2 | -9
Cc1ccc(C)c(N2CCN(c3ncnc4c3cnn4-c3ccccc3)CC2)c1 | -18 | 6
CCN(CC)C(=O)CC(c1ccc2c(c1)OCO2)c1c(O)cc(OC)cc1OC (stereo not given) | -9 | ·
CN(C)C(=S)SSC(=S)N(C)C | 9 | ·
COc1ccc(C2SCC(=O)N2c2c(C)n(C)n(-c3ccccc3)c2=O)cc1OC (stereo not given) | 3 | ·
COCC(=O)Nc1nc2n(n1)C(c1ccc(OC)cc1)CC(c1ccc(OC)cc1)N2 (stereo not given) | 9 | 1
CN1C(=O)N(C)C2(c3ccccc3)N(C)C(=O)NC12c1ccccc1 (stereo not given) | -40 | -15
CCC(=O)N(c1ccc(F)cc1)C1C=CS(=O)(=O)C1 (stereo not given) | -14 | -5
COc1ccc(CCn2c(N)c(C(=O)NCc3ccco3)c3nc4ccccc4nc32)cc1OC | 1 | -1
COc1cccc(C(=O)Nc2ccc(N3CCN(Cc4ccccc4)CC3)cc2)c1 | 4 | ·

structure | RmlC RmlD mix | HIV RNase H inh
CS(=O)(=O)Nc1ccc([N+](=O)[O-])cc1Oc1ccccc1 | -7 | -7
Cc1cccc(C)c1NC(=O)CS(=O)CC(=O)NCCCc1ccccc1 (stereo not given) | -10 | ·
CC(=O)Nc1cc2c(=O)n(Cc3ccccc3)c(C)nc2cc1N1CCOCC1 | 1 | -5
Cc1ccc2cccc(OC(=O)c3ccc4c(c3)OCCO4)c2n1 | 4 | -14
CCN(CC)C(=O)c1cnn(-c2ccccc2)c1NC(=O)c1cccc(F)c1 | -9 | ·
COc1ccc(NC(=O)Cc2ccccc2)cc1 | 10 | ·
CO/N=C(\C(=O)N[C@@H]1C(=O)N2C(C(=O)O)=C(COC(C)=O)CS[C@H]12)c1csc(N)n1 (stereo in doubt) | -13 | -3
CCOCCCNC(=O)C1CCN(S(=O)(=O)CC)CC1 | -14 | -10
CCC(C)(C)n1nnnc1CN1CCC(O)(c2cccc(C(F)(F)F)c2)CC1 | -11 | ·
COc1ccc(CCNS(=O)(=O)c2ccc3c(c2)oc(=O)n3C)cc1OC | 9 | -6
C[C@@H]1CC[C@@]2(O[C@@H](CCO)C[C@@H](O)[C@@H]2O)O1 | -23 | ·
CCOC(=O)c1c(NC(=O)c2ccoc2C)sc2c1CCC2 | -68 | 11

structure | RmlC RmlD mix | HIV RNase H inh
CC(C)CNC(=S)NNC(=O)c1ccco1 | 3 | ·
Cc1cc(NC(=O)CCN2C(=O)c3ccccc3C2=O)no1 | -8 | 11
Cc1ccc2cc(CCNC(=O)C(C)C)c(=O)[nH]c2c1 | 8 | -11
Cc1nc2ncnn2c(C)c1CCC(=O)Nc1ccc(S(=O)(=O)N2CCCCCC2)cc1 | 7 | -16
CCOC(=O)C1CCN(/C=C2/C(=O)NC(=O)N(Cc3ccco3)C2=O)CC1 | -10 | 6
COc1cc2c(cc1OC)-c1cc(NC3CCCCC3)nc(=O)n1CC2 | 12 | -20
CCn1ncc(Cl)c1C(=O)Nc1ccncc1 | 12 | -4
N#CC1=C2SCCN2C(=O)C(C#N)C12CCCCC2 (stereo not given) | -9 | -8
COc1ccc2c(c1OC)C(=O)N(C(C)C(=O)O)C2=O (stereo not given) | 5 | 3
O=C(CSc1nnc(-c2cccnc2)n1Cc1ccco1)N1c2ccccc2Sc2ccccc21 | 0 | -18
COc1cccc(CNC(=O)CN(C)S(=O)(=O)c2cnc[nH]2)c1 | 3 | -14
COc1ccc(CN(C(=O)c2cc3ccccc3oc2=O)C2CCCC2)cc1 | 5 | ·

Compound profiles, from the list above. Order of screens: RmlC RmlD mix	HIV RNase H inh
Listed for `COc1ccc(NC(=O)c2cccc(S(=O)(=O)N3CCOCC3)c2)cn1` → 6	·
Listed for `Cc1cc(NC(=O)Nc2ccc(F)c(Cl)c2)no1` → 12	-16
Listed for `Cc1c(NS(=O)(=O)c2cccs2)c(=O)n(-c2ccccc2)n1C` → 8	0
Listed for `CCN(CC)C(=O)c1cnn(-c2ccccc2)c1NC(=O)c1cccc(F)c1` → -9	·
Listed for `C(=N\Nc1ncnc2sc3c(c12)CCC3)/c1ccncc1` → -7	·

An excerpt of these results, field by field.
structure: Cc1ccc2cc(CCNC(=O)C(C)C)c(=O)[nH]c2c1
  RmlC RmlD mix: 8 | HIV RNase H inh: -11
structure: CCOC(=O)C1CCN(/C=C2/C(=O)NC(=O)N(Cc3ccco3)C2=O)CC1
  RmlC RmlD mix: -10 | HIV RNase H inh: 6
structure: CCn1ncc(Cl)c1C(=O)Nc1ccncc1
  RmlC RmlD mix: 12 | HIV RNase H inh: -4
structure: Cc1cc(NC(=O)CCN2C(=O)c3ccccc3C2=O)no1
  RmlC RmlD mix: -8 | HIV RNase H inh: 11

(continued)
structure | RmlC RmlD mix | HIV RNase H inh
O=C(O)c1cnn(-c2ccccc2)c1-c1ccccc1 | 5 | ·
Cc1noc(C)c1CSc1nnc(-c2cc(Cl)ccc2Cl)n1N | 7 | -31
c1ccc(Cn2nnc3c(Nc4ccc5c(c4)OCO5)nc(C4CC4)nc32)cc1 | 9 | -24
CCn1c(SCc2ccc(C)cc2)nnc1-c1cnccn1 | -12 | 1
N=c1ccn(Cc2cccc(Cl)c2)cc1 | 7 | -5
CCOc1ccc(N(CC(=O)NC(C)CC)S(C)(=O)=O)cc1 (stereo not given) | 3 | ·
CCCc1cc(C(=O)Cc2nc3ccccc3s2)c(O)cc1O | 12 | ·
Cc1ccccc1N1CCN(C(=O)CN2C(=O)c3ccccc3C2=O)CC1 | 0 | 1
COc1cccc(-c2nc3cc(C)ccc3o2)c1 | -17 | -23
Cc1c(N=Cc2c(O)n(CCc3ccccc3)c(=O)[nH]c2=O)c(=O)n(-c2ccccc2)n1C | 0 | 5
CC(C)Sc1nc(N2CCOCC2)c2c(c1C#N)CC(C)(C)SC2 | 8 | -1
COC(=O)Nc1ccc2c(c1)OCO2 | -8 | ·

Looked up one by one from above (two):
structure | RmlC RmlD mix | HIV RNase H inh
COc1cccc(-c2nc3cc(C)ccc3o2)c1 | -17 | -23
Cc1c(N=Cc2c(O)n(CCc3ccccc3)c(=O)[nH]c2=O)c(=O)n(-c2ccccc2)n1C | 0 | 5

Continued:
structure | RmlC RmlD mix | HIV RNase H inh
COc1cccc(N2CCN(C3CC(=O)N(c4ccc(F)c(Cl)c4)C3=O)CC2)c1 (stereo not given) | -19 | 8
O=C(COC(=O)CCOc1ccccc1)NCc1ccco1 | · | 9
O=C(CS(=O)CC(=O)N(CC(=O)NC1CCCC1)C1CCCC1)Nc1ccc(F)cc1 (stereo not given) | -2 | 4
NC(=O)NC(Cc1ccccc1)C(=O)NCC1(N2CCCCC2)CCCCC1 (stereo not given) | 4 | -13
O=C(Nc1ccc2c(c1)OCO2)C1CCN(S(=O)(=O)c2cccc3cccnc23)CC1 | -12 | 8
O=C(NCc1ccccc1C(F)(F)F)C12CN(Cc3ccccc3)CC1C(c1ccc([N+](=O)[O-])cc1)=NO2 (stereo not given) | -9 | ·
CCC(C)NC(=O)c1c(F)c(F)c(F)c(F)c1F (stereo not given) | -4 | ·
S=c1[nH]c2ccc(Cl)cc2[nH]1 | 17 | 35
CCSc1nc2c(c(=O)n1CC)SC(C)C2 (stereo not given) | -4 | -21
COC(=O)C1=C(c2cc3ccccc3o2)C[C@@H]2CC[C@H]1N2C(=O)NC(C)C | 9 | ·
COc1ccc(CNC(=O)c2cccc(N3CCCC3=O)c2)cc1 | 2 | -21
CCn1c(=S)sc2c(=O)n(-c3ccccc3)c(SC)nc21 | 10 | -4

structure | RmlC RmlD mix | HIV RNase H inh
COc1ccc(C(=O)CSc2nnc(Cn3cnc4ccccc43)o2)cc1 | -8 | -9
COc1cccc(C(=O)N2CCCC(c3nc(-c4cccs4)no3)C2)c1 (stereo not given) | 12 | -17
Clc1ccc(-n2ncc3c(N4CCCCCC4)ncnc32)cc1 | 5 | -3
COC(=O)COc1ccc(S(=O)(=O)Nc2ccc(C(N)=O)cc2)cc1C | -11 | ·
CC(C)(C)c1ccc(S(=O)(=O)NCCc2ccncc2)cc1 | -15 | -8
CCOC(=O)c1c(C)[nH]c(C(=O)Cn2nnc(-c3ccc(Cl)cc3)n2)c1C | -6 | 5
CCOc1ccc2[nH]c(=O)c(CN(CCO)Cc3nnnn3CCc3ccccc3)cc2c1 | 13 | ·
CCOc1ccc(NC(=O)NCCCn2c(C)nc3cc(C)c(C)cc32)cc1 | 11 | ·
Cc1ccc(N2CC(C(N)=O)CC2=O)cc1C (stereo not given) | -15 | -12
O=C(NCCCn1ccnc1)NC(C(F)(F)F)C(F)(F)F | -35 | -2
Cc1cc(C)n(-c2nc(-c3ccc(Cl)cc3)cs2)n1 | 7 | ·

Screens deposited in PubChem by several laboratories.
